Screening results (PubChem BioAssay)
SMARCA2 act = activators of SMARCA2 function. MG213 cells, MMTV-luciferase reporter, dexamethasone, overnight. activation, % at 9.1 µM. 1% of 370,000 active. AID 652017; in the data active means activation above about 7.8%;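 further: 0% = vehicle wells and 100% = reference activator wells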
rCAG binder = r(CAG) repeat RNA binding. TO-PRO-1 dye displacement fluorescence. inhibition, % at 3 µM. 1.3% of 370,000 active. AID 651821;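 active means inhibition above the plate cutoff, the mean of all test compounds on that plate plus 3 SD, cut at about 35% in these data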;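 further: 0% = DMSO alone and 100% = 100 µM mitoxantrone as full dye displacement; higher means more dye released from RNA so lower well fluorescence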
NPR1 activator = GC-A (human) enzyme activation; activation, % at 10 µM; 0.14% of 370,000 active; P16066; HEK293 GC-A cells, cGMP TR-FRET, EC30 ANP; 0% at EC30 ANP, 100% saturating ANP; in the data active means activation above about 40%
GC-B act = GC-B (human) receptor activation. P20594. HEK293-GC-B cells, CNP EC30, cGMP TR-FRET; 0% at EC30 CNP, 100% saturating CNP. activation, % at 10 µM. 0.11% of 370,000 active. AID 1920062;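 active means activation at 10 µM reaching about 35% in either raw or pattern-adjusted values, limit read from the data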
ARFGAP1 inh = rat ARFGAP1 inhibition. AID 651572. 0.26% of 360,000 active. Q62848. inhibition, % at 16.5 µM. Arfgap1-stimulated ARF1 GTP hydrolysis, GDP FP detection;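 active means inhibition above a per-plate limit, mean inhibition of low control wells plus 3 SD, cut at about 25% in these data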;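 further: 0% = DMSO wells with enzyme and 100% = wells lacking Arfgap1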
Target sequence (Q62848 1-136 limits assumed): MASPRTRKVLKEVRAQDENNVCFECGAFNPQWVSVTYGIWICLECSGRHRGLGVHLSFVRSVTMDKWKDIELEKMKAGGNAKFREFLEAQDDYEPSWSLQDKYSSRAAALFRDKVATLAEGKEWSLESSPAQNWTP
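Material: rat Arfgap1 catalytic domain, aa 1-136; also added: human ARF1(Δ1-17)-GTP substrate; compound dosing: one concentration, 16.5 µM, DMSO 1.26%; incubation: GTP hydrolysis reaction 2 h at 25 °C; measured by: Tracer-displacement fluorescence polarization with EDTA stop, 620/688 nm; evaluation: % inhibition from polarization; repeats: one replicate per compound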
Rev-erbA mod = Rev-erb alpha (human) modulation; 0.79% of 370,000 active; AID 1259318; Rev-erbα–FITC-DNA binding, fluorescence polarization, 90 min; activity, % at 10 µM; P20393;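 active means activity above about 14%, limit read from the data; passing the limit was not always enough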;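 further: 0% = DMSO wells with 35 nM protein and 100% = DMSO wells with 750 nM protein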
ASAP1 GAP inh = ASAP1 ArfGAP inhibition | inhibition, % at 16.5 µM | ASAP1-stimulated ARF1 GTP hydrolysis, GDP FP detection | 0.19% of 360,000 active | AID 624377; in the data active means inhibition above about 25%;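 further: 0% = vehicle with enzyme and substrate and 100% = no enzyme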
HTRA1 inhibitor = blocks human HTRA1 serine peptidase | Q92743 | recombinant HTRA1, FP-rhodamine activity-based probe, fluorescence polarization | inhibition, % at 5.96 µM | 0.5% of 340,000 active | AID 504803; in the data active means inhibition above about 36%;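 further: 0% = enzyme with DMSO and 100% = wells lacking enzyme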
Target sequence (Q92743 whole entry, looked up): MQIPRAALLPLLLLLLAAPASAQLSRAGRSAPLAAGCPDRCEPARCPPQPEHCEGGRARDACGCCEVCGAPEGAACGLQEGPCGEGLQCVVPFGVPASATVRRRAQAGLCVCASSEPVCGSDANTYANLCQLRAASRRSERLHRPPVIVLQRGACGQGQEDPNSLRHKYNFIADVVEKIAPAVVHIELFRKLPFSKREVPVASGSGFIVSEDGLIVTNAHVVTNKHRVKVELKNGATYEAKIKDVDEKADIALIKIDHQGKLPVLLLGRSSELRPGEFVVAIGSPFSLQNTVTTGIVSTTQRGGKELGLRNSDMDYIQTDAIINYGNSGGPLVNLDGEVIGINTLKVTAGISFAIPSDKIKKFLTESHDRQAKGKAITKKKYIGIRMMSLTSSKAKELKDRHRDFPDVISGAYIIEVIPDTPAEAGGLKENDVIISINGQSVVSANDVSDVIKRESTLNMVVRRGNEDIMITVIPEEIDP
mABHD4 FP = ABHD4 (mouse) inhibition, primary FP screen; Q8VD66; purified mABHD4, FP-Rh probe fluorescence polarization; inhibition, % at 8.92 µM; 0.54% of 370,000 active; AID 720543;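 active means inhibition exceeding the mean over every tested compound plus 3 SD, cut at about 30% in these data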;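 further: 0% = plate median of compound wells and 100% = S159A mutant with DMSO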
Target sequence (Q8VD66 whole entry, looked up): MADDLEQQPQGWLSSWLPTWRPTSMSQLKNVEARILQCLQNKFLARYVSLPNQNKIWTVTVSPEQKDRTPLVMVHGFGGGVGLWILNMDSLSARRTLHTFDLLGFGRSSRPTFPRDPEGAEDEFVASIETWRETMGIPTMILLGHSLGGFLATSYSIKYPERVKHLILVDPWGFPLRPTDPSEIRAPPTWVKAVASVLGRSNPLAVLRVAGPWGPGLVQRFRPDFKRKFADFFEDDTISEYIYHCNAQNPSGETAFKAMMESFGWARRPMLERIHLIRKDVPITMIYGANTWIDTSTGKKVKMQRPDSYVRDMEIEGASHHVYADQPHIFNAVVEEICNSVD
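Test system: mABHD4 protein | Buffer or medium: HEPES pH 7.0 buffer, 150 mM NaCl, 0.01% Pluronic F-127 | Probe or stimulus: FP-Rh fluorescent activity-based probe, added after compound pre-incubation | Timing: Pre-incubation 45 min, probe exposure 60 min, at 25 °C | Technique: Fluorescence polarization, excitation 525 nm, emission 598 nm, BODIPY TMR filters | Repeats: Single well per compound (singlicate)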
PG9 binder = PG9 antibody binding by small molecule. TR-FRET gp120-PG9 antibody binding. inhibition, % at 6.7 µM. 0.43% of 360,000 active. AID 624416; in the data active means inhibition above about 8.5%
* hit, by the source's call; nt = not tested or not shown.

SMILES	SMARCA2 act	rCAG binder	NPR1 activator	GC-B act	ARFGAP1 inh	Rev-erbA mod	ASAP1 GAP inh	HTRA1 inhibitor	mABHD4 FP	PG9 binder
O=C(c1cc2ccccc2cc1O)N1CCCC1	-1	-3	1	3	2	1	-6	-2	4	-0.4
C[C@H](CO)N1C[C@H](C)[C@H](CN(C)C(=O)Cc2ccncc2)Oc2ncc(Br)cc2C1=O	0	5	1	9	7	7	-13	-2	-1	-2.6
N#Cc1cnc(SCC(=O)Nc2ccccc2C(F)(F)F)nc1N	-1	0	-1	0	1	6	7	-11	-20	-3.2
COc1cccc(-c2cc(CNC(=O)[C@H]3O[C@@H](n4cnc5c(N)ncnc54)[C@H](O)[C@@H]3O)no2)c1	-3	2	6	1	5	9	3	nt	-2	-0.2
COc1ccccc1OCCOc1ccccc1/C=N/n1cnnc1	2	1	-4	-3	2	-4	-15	1	-2	0.5
CCCCCCCCCCCCOC1OC(CO)C(O)C(O)C1NC(C)=O (centres undefined)	-1	-5	3	-3	-9	0	0	6	3	-0.1
CNc1snc(C)c1C(=O)OCC(=O)Nc1ccc(C)cc1F	-6	6	0	2	20	6	-2	-19	0	-0.2
COc1cccc(-c2csc(N3CCN(C(=S)Nc4ccccc4)CC3)n2)c1	0	6	-1	3	7	0	-2	-6	7	2.2
COC(=O)[C@@]1(Cc2ccc(F)cc2)[C@H]2c3cc(C(=O)N4CCCC4)n(Cc4ccc(Cl)c(C(F)(F)F)c4)c3C[C@H]2CN1C(=O)c1ccccc1	-1	13	-2	2	-9	-2	11	nt	2	-1.9
CCOc1cc2c(cc1OCC)C(c1ccccc1)N(c1ccc(C(=O)O)cc1)C(=O)C2 (centres undefined)	9.5*	14	0	-2	0	2	-11	-3	-7	-0.7
C/C(=N\NC(=O)CSc1nc(C)[nH]c1[N+](=O)[O-])c1ccc(F)cc1	1	8	4	4	6	-3	0	3	1	-3.0
O=C(CSc1ccc(Cl)cc1)NC1CC1	2	3	4	4	-4	-3	-11	1	-9	-2.4
CCN1/C(=C/c2cc[n+](CCCS(=O)(=O)[O-])c3ccccc23)Sc2ccccc21	1	-9	-4	-6	1	10	-4	2	-19	-8.1
CCOc1cccc(CN2CCCC(N3CCc4cc(OC)c(OC)cc4C3)C2)c1O (centres undefined)	-1	-8	-5	1	-15	0	0	-2	-5	-3.2
CCOc1cc2sc(N3CCC(C(=O)NCCCN4CCCC4=O)CC3)nc2cc1Br	-1	-6	2	2	-7	-1	5	6	-7	0.3
O=C(CSc1nc(=O)n2ccccc2n1)Nc1ccc2c(c1)OCO2	-2	1	1	1	-7	-12	0	1	2	-1.2
O=[N+]([O-])c1ccc(/C=N/n2cnc3ccccc32)s1	-4	9	-16	-8	9	4	19	12	-1	-4.9
COc1cc([N+](=O)[O-])c2nc(C=NNC(N)=S)ccc2c1	-2	6	4	-1	5	3	-6	3	3	-2.3
Cc1cc(Oc2cccc3c2S(=O)(=O)N([C@H](C)c2ccccc2)C[C@@H](COCc2ccccc2)O3)cc(C)c1C	-3	3	-6	-11	8	-4	-4	nt	6	0.7
CSc1ccccc1OCc1cc(C(=O)N(C)Cc2cc(C)[nH]n2)no1	0	-6	2	0	-1	1	-2	-1	0	-2.1
COc1ccccc1/C=C/C(=O)NCC(=O)N/N=C/c1ccccc1[N+](=O)[O-]	-2	13	-1	-3	-3	3	12	-2	9	0.7
COc1ccc(C(=O)NC2CCCc3c2cnn3-c2cccc(C)c2C)o1 (centres undefined)	-4	-6	0	0	0	-4	-5	-9	3	-2.4
CCN(CC)CCCN(C(=O)c1ccccc1F)c1nc(-c2ccc(OC)cc2)cs1	1	2	-6	-10	12	4	-1	-10	-4	-0.7
Cc1ccc(N2C(SCC(=O)O)=NC(=Nc3cccc(C)c3)C23CCCC3)cc1	-1	-7	2	6	8	2	-6	-2	-5	1.4
CC(C)OC(=O)Cn1nnc2c(cnn2-c2ccccc2)c1=O	1	-3	-1	-3	3	-2	-5	2	8	-2.2
Remaining list, next part
SMILES	SMARCA2 act	rCAG binder	NPR1 activator	GC-B act	ARFGAP1 inh	Rev-erbA mod	ASAP1 GAP inh	HTRA1 inhibitor	mABHD4 FP	PG9 binder
O=C(NCCc1ccccc1)C1CCN(S(=O)(=O)N2CCCC2)CC1	-3	-6	-2	-1	6	-4	-24	1	-5	2.5
COc1ccc(-c2oc(=O)c3cc(OC)c(OC)cc3c2/C=C/c2cccc([N+](=O)[O-])c2)cc1	0	3	-1	-3	6	-25	8	-14	1	1.3
COC(=O)C1=C(C)NC(=O)/C1=C\c1cccs1	2	3	-4	-1	3	0	7	10	-1	-9.2
COCCCNC(=S)N1CCN(C)CC1	-3	0	3	4	4	2	16	8	2	0.2
Cc1ccc(NC(=O)CSc2nnc(-c3ccncc3)n2N)cc1C	3	-2	2	3	4	-5	-18	-3	2	1.8
O=C(CSc1nnc(-c2ccccn2)n1-c1ccc(Cl)cc1)Nc1ccc(S(=O)(=O)Nc2nccs2)cc1	4	74*	2	-2	nt	2	nt	nt	-8	nt
O=C(CN1CCCCCCC1)N/N=C/c1ccccc1F	0	0	4	2	-2	3	-17	-1	2	0.5
O=C(Nc1ccc2c(c1)OCO2)NC1(C(F)(F)F)Oc2ccccc2O1	-4	0	5	6	11	1	-6	7	14	-1.3
Cc1nn(-c2ccccc2)c(C)c1Cc1ccc(O)cc1	-2	0	5	5	0	3	-7	-7	-5	-1.1
COC(=O)CS(=O)(=O)c1ccc2c(c1)CC(=O)N2	-1	-2	0	5	-4	-2	-7	2	3	-1.6
COC(=O)c1cc(Cn2nc(C(=O)O)c3ccccc3c2=O)oc1C	-1	4	5	2	0	-7	-3	9	0	0.0
COc1ccccc1CNC(=O)c1ccc(Br)o1	2	0	-2	-6	-1	-2	7	-1	2	-0.5
CCOC(=O)C1CCN(C(=O)COC(=O)c2cc([N+](=O)[O-])ccc2N2CCOCC2)CC1	-1	-11	3	4	3	-3	10	8	0	-0.5
O=C(NC1CCS(=O)(=O)C1)c1cc(-c2ccccc2)nc2ccccc12 (centres undefined)	0	-3	-3	1	8	0	-8	2	3	-2.3
CN1CCN(CCCNC(=O)c2cn(C3CCCCC3)c(=O)c3c2c2ccccc2n3C)CC1	0	-5	-36	-28	12	-1	3	0	-1	-2.9
CCc1sc(N(C(=O)Cc2ccccc2)c2ccc(F)cc2)nc1-c1ccccc1	2	1	-13	-18	-3	-2	1	1	-10	1.7
Cc1ccc(CNC(=O)COc2ccc3c(c2)CCC3)cc1	-3	-5	2	-2	6	2	-3	2	-5	-2.1
Cc1ccc(CN2CCSc3ccc(C(=O)NCc4ccco4)cc32)cc1	0	3	4	-3	-10	1	-11	-10	-24	-0.1
CN(Cc1ccccc1)S(=O)(=O)c1cccc(C(=O)OCc2ccccc2)c1	-1	2	-3	2	nt	-7	nt	nt	-14	nt
COc1ccc(-n2c(SCC(=O)Nc3ccc(OCc4ccccc4)cc3)nnc2-c2ccc(C)cc2)cc1	-2	9	2	-2	nt	-1	nt	nt	-5	nt
Cc1ccc(NC(=O)C(SCC(=O)O)c2ccccc2)cc1C (centres undefined)	1	4	3	4	6	-3	5	-4	-3	-1.2
Cc1ncc([N+](=O)[O-])n1CC(=O)NCCc1ccccc1	-3	-4	3	3	-10	5	9	6	4	-1.4
O=C(NCc1cccnc1)c1cccc2c1C(=O)N(C1CCCCC1)C2	-5	-6	-1	-2	-4	-2	5	-6	-1	1.4
CC(C)N(C(=O)[C@H]1C[C@H](CC(=O)NCCCN(C)C)C(=O)N2CCc3c([nH]c4cc(-c5ccco5)ccc34)[C@]12C)C(C)C	4	6	-9	-8	6	0	5	9	9	1.5
CC(=O)c1ccc(N2CCN(S(=O)(=O)c3cc4[nH]c(=O)c(=O)[nH]c4cc3C)CC2)cc1	-1	13	1	-3	4	1	1	-5	3	0.5
CC(=O)c1ccc(OCc2nnn(CC(=O)NS(=O)(=O)Cc3ccccc3)c2-c2ccccc2)cc1	-6	56*	-2	-2	-4	4	4	nt	1	0.0
CCOc1ccccc1CN1CCN(Cc2ccc3cc(F)ccc3n2)CC1CCO (centres undefined)	-2	-1	-1	0	-3	5	-2	-1	-6	-1.6
CN(C)S(=O)(=O)c1cccc(NC(=O)COC(=O)CNC(=O)c2ccccc2F)c1	-3	-1	4	3	7	-2	4	-5	1	0.0
Cn1c(CCN2CCCCC2)nc2cc(NC(=O)COc3ccc([N+](=O)[O-])cc3)ccc21	0	-2	0	2	2	-7	2	4	0	2.6
CS(=O)(=O)N(CC(=O)Nc1c(F)cccc1F)Cc1ccccc1	-2	-3	2	7	-1	-2	7	-1	-3	-0.7

Entries above with fluorine:
SMILES	SMARCA2 act	rCAG binder	NPR1 activator	GC-B act	ARFGAP1 inh	Rev-erbA mod	ASAP1 GAP inh	HTRA1 inhibitor	mABHD4 FP	PG9 binder
N#Cc1cnc(SCC(=O)Nc2ccccc2C(F)(F)F)nc1N	-1	0	-1	0	1	6	7	-11	-20	-3.2
CNc1snc(C)c1C(=O)OCC(=O)Nc1ccc(C)cc1F	-6	6	0	2	20	6	-2	-19	0	-0.2
COC(=O)[C@@]1(Cc2ccc(F)cc2)[C@H]2c3cc(C(=O)N4CCCC4)n(Cc4ccc(Cl)c(C(F)(F)F)c4)c3C[C@H]2CN1C(=O)c1ccccc1	-1	13	-2	2	-9	-2	11	nt	2	-1.9
C/C(=N\NC(=O)CSc1nc(C)[nH]c1[N+](=O)[O-])c1ccc(F)cc1	1	8	4	4	6	-3	0	3	1	-3.0
CCN(CC)CCCN(C(=O)c1ccccc1F)c1nc(-c2ccc(OC)cc2)cs1	1	2	-6	-10	12	4	-1	-10	-4	-0.7
O=C(CN1CCCCCCC1)N/N=C/c1ccccc1F	0	0	4	2	-2	3	-17	-1	2	0.5
O=C(Nc1ccc2c(c1)OCO2)NC1(C(F)(F)F)Oc2ccccc2O1	-4	0	5	6	11	1	-6	7	14	-1.3
CCc1sc(N(C(=O)Cc2ccccc2)c2ccc(F)cc2)nc1-c1ccccc1	2	1	-13	-18	-3	-2	1	1	-10	1.7
CCOc1ccccc1CN1CCN(Cc2ccc3cc(F)ccc3n2)CC1CCO (centres undefined)	-2	-1	-1	0	-3	5	-2	-1	-6	-1.6
CN(C)S(=O)(=O)c1cccc(NC(=O)COC(=O)CNC(=O)c2ccccc2F)c1	-3	-1	4	3	7	-2	4	-5	1	0.0
CS(=O)(=O)N(CC(=O)Nc1c(F)cccc1F)Cc1ccccc1	-2	-3	2	7	-1	-2	7	-1	-3	-0.7

The order is random; any-hit rate near 4.4%.
